bCat KO growth: beta-catenin-lacking colon tumor cell growth suppression | viability, % at 10 µM | AID 818 | HCT116 beta-catenin knockout viability, CellTiter-Glo, 60 h; hits give low values | hit rate 1.5% among 140,000;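 active = viability at or under a set limit, the compound median less 4 SD, cut at about 6% in these data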;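 note: 0% = Hyamine 1622 control at 20 µM and 100% = untreated cell control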
Yeast growth inh: yeast BB579 growth reduction in restrictive medium; inhibition, % at 10 µM; S. cerevisiae BB579 growth, OD615, 48 h; hit rate 0.51% among 140,000;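 active = inhibition above a set limit, 3 SD over the mean compound inhibition, cut at about 44% in these data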; note: inactives centre near -24
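controls = amphotericin B 10 µg/mL, positive | assay system = DeaD yeast strain BB579 | schedule = 48 h compound exposure at 30 °C after 4 h preincubation | detection = OD615 turbidity measurement | medium = restrictive CSMM-D medium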
MRP-1 activ: MRP-1 activation; H69AR cells + doxorubicin, viability rescue, CellTiter-Glo; viability increase, % at 10 µM; hit rate 0.61% among 140,000; AID 799;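 active = viability gain under doxorubicin at or above a set limit, the compound median plus 3 SD, cut at about 4.7% in these data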;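 note: MRP-1 overexpressing cells given doxorubicin 25 µM after compound pretreatment; 18-22 h compound pretreatment then 72 h with doxorubicin before readout; 0% = doxorubicin-only wells and 100% = vehicle-treated cells without doxorubicin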
PTEN del growth: PTEN-deleted cell growth suppression; HCT116 PTEN-null viability, CellTiter-Glo, 60 h; hits give low values; viability, % at 10 µM; hit rate 1.2% among 140,000; AID 827;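 active = viability at or below a set limit, 4 SD under the median of all tested compounds, cut at about 3.7% in these data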;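 note: PTEN knockout HCT116 line with beta catenin targeted HCT116 as companion control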
NPY Y2 blocker: antagonists of human neuropeptide Y receptor Y2 | NPY-Y2 expressing cells, antagonist mode | inhibition, % at 2.7 µM | hit rate 0.99% among 140,000 | P49146; in the data active = inhibition above about 17%;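 note: 0% = vehicle with agonist challenge and 100% = reference antagonist with challenge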
Target sequence (P49146 whole entry, looked up): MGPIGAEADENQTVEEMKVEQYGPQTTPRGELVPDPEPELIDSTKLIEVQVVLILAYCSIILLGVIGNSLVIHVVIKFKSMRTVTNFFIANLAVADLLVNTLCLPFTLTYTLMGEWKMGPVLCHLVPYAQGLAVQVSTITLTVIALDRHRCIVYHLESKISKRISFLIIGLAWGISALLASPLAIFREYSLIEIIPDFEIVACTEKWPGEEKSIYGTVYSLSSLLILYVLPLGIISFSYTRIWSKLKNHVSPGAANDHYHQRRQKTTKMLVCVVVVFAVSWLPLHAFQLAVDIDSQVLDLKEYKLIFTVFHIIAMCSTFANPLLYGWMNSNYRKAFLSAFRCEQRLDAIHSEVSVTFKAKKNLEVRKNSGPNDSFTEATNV
Yeast lifespan up: extends the lifespan of yeast; hit rate 0.68% among 130,000; inhibition of the nicotinamide effect, % at 10 µM; S. cerevisiae growth with nicotinamide, OD615; deaD strain in restrictive glucose medium;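 active = inhibition above a set limit, placed 3 SD over the median of all compounds, cut at about 26% in these data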;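 note: 0% = nicotinamide-treated wells and 100% = cells grown without nicotinamide; some compounds called inactive have numbers as strong as hits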
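Assay system: engineered S. cerevisiae DeaD replicative-lifespan strain, galactose-grown log-phase cells; Buffer or medium: CSMM-D glucose medium, restrictive; Probe or stimulus: nicotinamide 1.5 mM; Compound: single dose 10 µM compound, 0.25% DMSO; Schedule: 4 h preincubation then 48 h treatment at 30 °C; Technique: OD615 measurement.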
Measles CPE: protection of cells from measles virus | Measles virus-infected cells, CPE protection, absorbance | protection (pct of control), % at 4 µM | hit rate 1.5% among 140,000 | AID 841; in the data active = protection mostly above about 24%, no sharp cut-off; inactive = mostly below about 26%; note: some compounds called inactive have numbers as strong as hits
Phagocyt inh: blocks phagocytosis by macrophages. J774A.1 macrophage IgG-bead phagocytosis, imaging. AID 1029. inhibition, % at 5 µM. hit rate 0.07% among 110,000;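 active = inhibition above the mean of the plate negative controls plus 5 SD, cut at about 13% in these data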;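 note: phagocytic index as fraction of beads internalized from green versus red external bead signal; plate controls were DMSO negative control for no effect and cytochalasin-D positive control for full effect; some results beyond the cut were filed as inactive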
E-sel TNF inh: TNF alpha driven E-selectin expression inhibition; AID 1246; hit rate 0.71% among 120,000; HUVEC TNFa-induced E-selectin immunofluorescence, high content; inhibition, % at 2 µM;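 active = inhibition above the batch mean plus 3 SD, and confirmed as a hit on visual image review, cut at about 43% in these data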;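 note: 0% = TNF-stimulated DMSO wells and 100% = unstimulated control wells; not every result past the cut was called active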
GALR2 blocker: GALR2 (human) receptor antagonism. O43603. GALR2-expressing cells, antagonist mode. inhibition, % at 4 µM. hit rate 0.39% among 140,000; in the data active = inhibition above about 27%;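 note: cells stimulated with galanin 1-16 at roughly its EC80; 0% = agonist challenge control and 100% = basal control without agonist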
Target sequence (O43603 whole entry, looked up): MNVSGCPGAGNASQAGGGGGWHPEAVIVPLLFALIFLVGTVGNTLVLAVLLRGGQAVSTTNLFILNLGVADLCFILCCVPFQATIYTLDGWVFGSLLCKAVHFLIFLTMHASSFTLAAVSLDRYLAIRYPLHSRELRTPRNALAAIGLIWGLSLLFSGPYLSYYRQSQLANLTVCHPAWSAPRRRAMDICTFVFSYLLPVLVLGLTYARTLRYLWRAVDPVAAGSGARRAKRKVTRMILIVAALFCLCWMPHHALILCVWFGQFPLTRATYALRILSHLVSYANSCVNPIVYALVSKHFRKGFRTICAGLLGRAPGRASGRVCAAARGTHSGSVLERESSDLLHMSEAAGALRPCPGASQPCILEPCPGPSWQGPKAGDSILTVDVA
Numbers without * were called inactive; x = not tested or not shown.

| mol | bCat KO growth | Yeast growth inh | MRP-1 activ | PTEN del growth | NPY Y2 blocker | Yeast lifespan up | Measles CPE | Phagocyt inh | E-sel TNF inh | GALR2 blocker |
| --- | --- | --- | --- | --- | --- | --- | --- | --- | --- | --- |
| CC(C)(C)n1ncc2c(=O)n(Cc3ccc(Cl)cc3Cl)cnc21 | 102 | -12 | -1.5 | 96 | 13 | -26 | 9 | x | -8 | 7 |
| COc1ccccc1NC(=S)NCCc1ccc(Cl)cc1 | 66 | -8 | -3.0 | 57 | 0 | -28 | 4 | x | 12 | -2 |
| Cc1sc2ncn(CCn3cnc4sc(C)c(C)c4c3=O)c(=O)c2c1C | 79 | -50 | -1.4 | 81 | 3 | -6 | 22 | 0 | 17 | -5 |
| CC12CC(NC(=O)N1CCc1ccccc1)c1cc(Cl)ccc1O2 (stereo not given) | 91 | -14 | -2.9 | 82 | -1 | -3 | 9 | x | -11 | 6 |
| CN(C)S(=O)(=O)c1ccc(NC(=O)COC(=O)c2ccccn2)cc1 | 103 | -1 | -2.0 | 89 | 0 | 5 | 12 | -3 | -23 | -3 |
| CSCCC(NC(=O)c1ccccc1)C(=O)OCC(=O)Nc1ccc(C)c(Cl)c1 (stereo not given) | 95 | -37 | -1.1 | 95 | -1 | -7 | 25 | x | -38 | 11 |
| COc1ccc(Cc2nn3c(-c4ccccc4Br)nnc3s2)cc1 | 91 | -33 | -2.0 | 77 | 7 | -18 | 15 | 8 | -33 | -2 |
| NC(=O)C1(NC(=O)[C@@H]2CC3(CC(c4cccc(NC(=O)c5cc([N+](=O)[O-])cc([N+](=O)[O-])c5)c4)=NO3)CN2C(=O)c2ccccc2)CC1 (stereo not given in full) | 108 | -91 | -0.3 | 103 | -1 | -8 | 7 | x | 2 | 2 |
| O=C(Nc1ccc(N2CCN(Cc3ccccc3Cl)CC2)cc1)c1cccnc1 | 82 | -32 | -2.5 | 91 | -1 | 1 | 8 | 0 | -30 | 5 |
| C/C(=N/NC(=O)c1cccs1)c1ccc(NC(=O)COc2ccc(Cl)cc2Cl)cc1 | 4.3* | -16 | -2.5 | 2.0* | 8 | -12 | 2 | x | -50 | -9 |
| O=C(COCC(=O)N/N=C/c1ccccc1F)N/N=C/c1ccccc1F | 93 | 2 | 3.8 | 100 | 4 | 1 | 2 | -4 | -17 | 2 |
| CCOC(=O)C1=C(C)NC(C)=C(C(=O)OCC)C1/C=C/c1ccccc1 | 55 | -1 | -2.0 | 39 | 4 | -1 | 9 | 0 | -50 | -5 |
| CCN(CC)S(=O)(=O)N1CCC(C(=O)NCC2COc3ccccc3O2)CC1 (stereo not given) | 80 | -34 | -2.2 | 83 | 3 | -5 | 4 | x | -4 | -2 |
| O=C(NC1CCCCCC1)c1cccs1 | 95 | -38 | -0.7 | 100 | 3 | 8 | 8 | x | -25 | -3 |
| CC(=O)CCc1ccc2oc(C(=O)O)c(C)c2c1 | 98 | 13 | -1.0 | 91 | 0 | -4 | 3 | 0 | x | 8 |
| CC(C)C(NS(=O)(=O)c1cccs1)C(=O)N1CCc2ccccc2C1 (stereo not given) | 98 | -35 | -3.4 | 86 | 1 | -14 | 3 | x | -18 | -11 |
| CCCc1nc2oc3c(NCCOCCO)ncnc3c2c2c1COC(C)(C)C2 | 87 | -29 | -4.5 | 81 | 1 | -15 | 39 | -1 | -37 | -5 |
| CCOC(=O)C1=NN(c2ccccc2)C(c2ccccc2)CC1=O (stereo not given) | 89 | -62 | -4.8 | 85 | 4 | x | 6 | x | -48 | 6 |
| Cc1cc(NC(=O)C2CC(c3cccc(Br)c3)=NO2)no1 (stereo not given) | 97 | -28 | -0.8 | 108 | 1 | -8 | 1 | 1 | -2 | -1 |
| C=CCn1c(-c2cccc(OC)c2)n[nH]c1=S | 94 | 2 | 0.1 | 87 | 3 | 5 | 3 | -1 | x | -11 |
| CC(C)(C)C1CCC2(CC1)C(C#N)=C(SCC(=O)Nc1ccccc1)NC(=O)C2C#N (stereo not given) | 32 | -44 | -5.2 | 24 | 5 | 4 | 9 | -3 | x | 0 |
| O=C(N/N=C\c1cc(Br)ccc1O)c1ccc(S(=O)(=O)N2CCCCC2)cc1 | 6 | -28 | 2.8 | 6 | -1 | 3 | 11 | -2 | x | 22 |
| Cn1c(C(=O)NCC2CCCO2)cc2c(=O)n(C)c3ccccc3c21 (stereo not given) | 85 | -13 | -3.8 | 89 | 0 | -2 | 10 | 0 | 33 | 2 |
| O=c1oc2ccccc2c(O)c1CN1CCCCC1 | 101 | -21 | -0.5 | 97 | 2 | -4 | 17 | -1 | -31 | 5 |
| Fc1cccc(-c2cc3nc4c(c(NCc5ccco5)n3n2)CCCC4)c1 | 65 | -36 | -2.1 | 65 | 3 | -11 | 10 | -2 | -25 | -6 |
| COC(=O)CN1C(=S)N(Cc2ccccc2)C(=O)C1CC(=O)Nc1ccc(Br)cc1 (stereo not given) | 96 | -50 | -4.0 | 79 | -7 | -28 | 9 | x | -57 | 9 |
| CC1CCN(S(=O)(=O)c2ccc3c(c2)c(=O)c(C(=O)NC2CCCC2)cn3C)CC1 | 59 | -46 | -1.6 | 57 | -1 | -10 | 12 | 2 | x | -3 |
| CCOP(=O)(OCC)C(Nc1cccc(C(F)(F)F)c1)c1ccc(F)cc1 (stereo not given) | 72 | -29 | -2.6 | 68 | 4 | 6 | 6 | x | 11 | -8 |
| O=C(Cn1nc(Cc2cccnc2)c2ccccc2c1=O)NCC1CCCO1 (stereo not given) | 98 | -24 | -0.8 | 104 | -1 | -4 | 3 | 0 | x | 15 |
| Cc1nc2ccccc2n1CCCOc1ccccc1 | 58 | -19 | 2.9 | 79 | 3 | x | 10 | x | -1 | 8 |
| CCOC(=O)CCCCC(=O)c1[nH]c(=O)[nH]c1Cn1ccnc1 | 92 | 1 | -4.0 | 97 | 2 | -15 | 3 | 0 | 28 | -6 |
| CCn1c(SCC(=O)O)nnc1C1CCCCC1 | 91 | -35 | -0.7 | 84 | 1 | -8 | 0 | 0 | -23 | -5 |
| Cc1cc(NC(=O)/C=C/c2ccc(Br)cc2)no1 | 70 | -76 | -2.1 | 72 | 3 | -2 | 5 | -3 | 4 | -8 |
| Cc1ccc2c(c1)cc(CN(Cc1ccc3c(c1)OCO3)C(=O)c1cnccn1)c1nnnn12 | 90 | 28 | -2.4 | 93 | 3 | -6 | 27 | -1 | 3 | -11 |
| Cc1cccc(N(C(=O)Cn2nnc3ccccc32)C(C(=O)NC(C)(C)C)c2ccsc2)c1C (stereo not given) | 96 | -58 | -1.4 | 102 | 1 | -8 | 11 | 0 | 20 | 1 |
| Cc1ccc(NC(=O)CSc2nc(C)c(C)c(C)n2)c([N+](=O)[O-])c1 | 92 | -32 | -1.3 | 96 | 6 | 4 | 5 | -3 | -2 | 7 |
| CC(C)OC(=O)Nc1ccc(Oc2c(F)c(F)c(F)c(F)c2F)cc1 | 94 | -48 | -2.5 | 91 | 6 | 0 | 4 | 0 | -19 | 17 |
| NC1=NC(=O)C(Cc2cccc(Cl)c2Cl)S1 (stereo not given) | 85 | -2 | -0.1 | 93 | 2 | 4 | 22 | -1 | -34 | -5 |
| Cc1ccc(NC(=O)Cc2nnc(SCC(=O)c3ccc(Br)cc3)n2C)cc1 | 74 | -26 | -4.2 | 68 | 1 | -6 | 4 | -1 | 4 | -5 |
| COc1cccc(C(=O)NC2=NCCS2)c1 | 90 | 19 | -0.9 | 99 | -2 | -9 | 5 | x | 8 | -2 |
| O=C(CO/N=C/c1ccccc1O)NNC(=O)c1ccccc1Cl | 99 | 13 | -1.2 | 100 | 5 | x | 31 | x | -25 | 12 |
| Cc1ccc(S(=O)(=O)Cc2ccc(C(=O)N3CCCC3)o2)cc1 | 94 | 14 | -0.1 | 103 | 3 | -2 | 6 | 0 | x | -10 |
| CCOC(=O)c1ccc(CNC(=O)c2n[nH]c(=O)c3ccccc23)o1 | 81 | -24 | -2.4 | 85 | 4 | -7 | 15 | -3 | 24 | 4 |
| CC(NC(=O)CCCCCCN1C(=O)c2ccccc2C1=O)c1ccc2c(c1)CCCC2 (stereo not given) | 86 | -47 | -0.5 | 86 | 10 | 7 | 8 | x | x | -12 |
| CCOC(=O)C1CCCN(C(=O)c2c(-c3ccccc3Cl)noc2C)C1 (stereo not given) | 84 | -4 | 0.1 | 78 | 3 | -7 | 6 | -1 | 4 | -1 |
| CCCc1nc(N2CCCC2)c(C#N)c2c1CCCC2 | 87 | -20 | 0.1 | 93 | 1 | -11 | 10 | -1 | -7 | -13 |
| O=C1CC(N2CCN(Cc3ccc4c(c3)OCO4)CC2)C(=O)N1Cc1ccc(N2CCCC2=O)cc1 (stereo not given) | 94 | -8 | -1.7 | 92 | 1 | -7 | 14 | x | x | -5 |
| COCCOC(=O)N/C=C\c1nc2ccccc2c(=O)[nH]1 | 37 | -64 | -4.1 | 41 | 12 | 0 | 4 | -5 | -19 | 12 |
| COc1ccc(C(=O)N/N=C/c2ccc(OC(=O)c3cccc4ccccc34)c([N+](=O)[O-])c2)cc1 | 77 | -21 | -3.5 | 67 | -2 | 0 | 13 | -6 | x | -10 |
| CCS(=O)(=O)N1CCCC(C(=O)NCCCN2CCCC2=O)C1 (stereo not given) | 97 | 6 | -2.2 | 101 | -1 | -4 | 5 | 0 | x | 13 |
| C=CCn1c(SCc2ccc(Cl)c(Cl)c2)nnc1C(CO)NC(=O)c1ccc(OC)cc1 (stereo not given) | 91 | -5 | 2.3 | 93 | 8 | -3 | 10 | -3 | x | -3 |
| COc1ccc(CCN2CC(O)=C(c3nc4ccccc4c(=O)[nH]3)C2=N)cc1OC | 76 | -19 | -3.0 | 77 | 3 | -8 | 16 | 4 | 12 | -5 |
| COc1cc(C(=O)NC2CCN(Cc3nnnn3Cc3cccs3)CC2)cc(OC)c1OC | 101 | -24 | -2.9 | 108 | -1 | 1 | 10 | -1 | -53 | 7 |
| Cc1onc(-c2c(F)cccc2Cl)c1C(=O)NC1CCSC1=O (stereo not given) | 88 | -39 | 4.6 | 88 | 2 | -4 | 12 | 0 | 8 | -19 |
| COc1ccc(CCNC(=O)C2CCN(S(=O)(=O)c3ccc(OC)c(OC)c3)CC2)cc1 | 101 | -38 | 1.8 | 104 | 0 | -5 | 16 | 0 | -1 | -12 |
| N#Cc1sc2nc3c(c(-c4cccnc4)c2c1N)CCC3 | 90 | -34 | -0.3 | 94 | 1 | -5 | 4 | -1 | -11 | 2 |
| Cn1c(=O)[nH]c(=O)c2c1nc(Br)n2CCCc1ccccc1 | 89 | 25 | -2.8 | 86 | 6 | -7 | 14 | 0 | 34 | -1 |
| N#Cc1c(/N=C/N2CCCC2)oc(-c2ccccc2)c1-c1ccccc1 | 94 | 7 | 2.9 | 92 | 6 | -3 | 15 | 0 | -2 | 6 |

Screening data: PubChem BioAssay, several laboratories
